MCF10A rereplic: induces DNA re-replication in MCF 10a normal breast cells; 350,000 tested, 2.9% active; MCF 10A DNA re-replication, Hoechst nuclear intensity, 48 h; AID 624296; Potency, µM (series often up to 46.1 µM), for inactives: top-dose activity, positive = re-replication, usual class: activators; note: potency is the fitted concentration of half-maximal effect; % of control where 0% means no effect; nearly all actives have a fitted effect of over 50% in size
IL-1B inflam inh: inflammasome signaling inhibition, IL-1 beta readout. THP-1 LPS/ATP IL-1B secretion, AlphaLISA, 16 h; stronger effect = lower value. activity change, % at 57.5 µM. 360,000 tested, 4.7% active; in the data active = activity change below about -50%; inconclusive = mostly about -30% to -49%; note: % is set by controls: 0 for no effect and ±100 for the full control effect
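THP-1 cells pretreated 1 hr with compounds (up to 57.5 uM final), then stimulated with LPS (250 ng/mL final) plus ATP (1.25 mM final); secreted IL-1B measured by AlphaLISA after 16 hr, decreased signal indicating inhibition.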
HT1080NT lethal: kills 2HG-producing HT-1080-NT fibrosarcoma cells; HT-1080-NT fibrosarcoma viability, CellTiter-Glo ATP luminescence, 48 h; Potency, µM (top dose mostly 46.1 µM), without a hit: at the top dose activity, negative = less viability, hits mostly cytotoxic; 360,000 tested, 1.6% active; AID 686970;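 note: NT is the 2HG producing partner of a matched IDH1 knockdown line; potency is the fitted concentration of half-maximal effect; 0% = DMSO-treated cells and -100% = media-only wells without cells; nearly all actives have a fitted effect of over 55% in size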
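Toxicity toward the 2HG-producing NT line was scored as %Activity, normalised to DMSO and no-cell wells, from CellTiter-Glo luminescence after 48 hours' treatment.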
ATXN2 expr inh: ATXN2 expression inhibition. AID 1745845. Potency, µM (titrated, usually from 57 µM), without a hit: top-dose activity change, negative = inhibition, actives largely listed as inhibitors. 360,000 tested, 0.72% active. HEK-293 ATXN2-luciferase reporter, luminescence, 24 h; note: potency is the fitted concentration of half-maximal effect; % is set by controls: 0 for no effect and ±100 for the full control effect; nearly all actives have a fitted effect of over 55% in size
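qHTS (up to 57 uM final) was run with 24 h compound exposure of reporter cells at 37 °C. Each well was multiplexed: SteadyGlo luminescence measured ATXN2-luciferase expression after a fluorogenic Gly-Phe-AFC viability readout (25 uM final).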
KB-3-1 tox: KB-3-1 parental cell cytotoxicity; 400,000 tested, 1.4% active; KB-3-1 viability, CellTiter-Glo ATP luminescence, 72 h; Potency, µM (doses to about 46.1 µM), without a hit: at the highest dose activity change, negative = cytotoxic, most hits filed as cytotoxic; AID 1347075; note: potency is the fitted concentration of half-maximal effect; % is set by controls: 0 for no effect and ±100 for the full control effect; nearly all actives have a fitted effect of over 60% in size
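Cytotoxicity in the drug-sensitive parental line KB-3-1 was scored as loss of CellTiter-Glo luminescence following 72 h incubation with compound. Values come from curve fitting of normalized concentration-response data.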
WRN inhibitor: blocks human WRN helicase. WRN helicase unwinding, fluorescent forked duplex, kinetic. Potency, µM (top dose mostly 114 µM), for the others: at the top dose activity change, negative = inhibition, actives largely listed as inhibitors. Q14191. 360,000 tested, 0.46% active; note: potency is the fitted concentration of half-maximal effect; % is set by controls: 0 for no effect and ±100 for the full control effect; nearly all actives have a fitted effect of over 55% in size
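WRN at 20 nM final preincubated with compound 15 min at room temperature; reaction started with 100 nM fluorophore/quencher forked duplex oligonucleotide and 2 mM ATP final. Unwinding followed kinetically by red fluorescence (ex 525, em 598 nm).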
KB-V1 cytotox: kills drug-selected multidrug resistant KB-V1 cells. KB-V1 MDR cells viability, CellTiter-Glo, 72 h. Potency, µM (highest dose often 46.1 µM), without a hit: top-dose activity change, negative = cytotoxicity, most hits filed as cytotoxic. 400,000 tested, 3.4% active. AID 1347076; note: potency is the fitted concentration of half-maximal effect; % is set by controls: 0 for no effect and ±100 for the full control effect; nearly all actives have a fitted effect of over 60% in size
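Cytotoxicity via CellTiter-Glo luminescence after 72 h compound exposure at 37 degrees C. Cells: drug-selected KB-V1 line, DMEM phenol-red free plus 10% FBS. Compounds tested at multiple concentrations; normalized data fitted to concentration-effect curves.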
HT1080 IDH1KD tx: kills HT-1080 cells with IDH1 knockdown; HT-1080 IDH1 knockdown viability, ATP luminescence, 48 h; 360,000 tested, 2% active; AID 686971; Potency, µM (top dose mostly 46.1 µM), for the others: top-dose activity, negative = toxicity, most hits filed as cytotoxic;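 note: potency is the fitted concentration of half-maximal effect; 0% = DMSO wells and -100% = cell-free medium wells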
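Assay cells: HT-1080 with IDH1 knockdown, 750 per well, RPMI/5% FBS. Exposure: 48 h at 37 °C following 2 h pre-incubation. Read: CellTiter-Glo luminescence; fitted concentration-response, curve class assigned.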
SW480 rerep: DNA re-replication induction in SW480 cells. AID 624297. SW480 DNA re-replication, Hoechst DNA content imaging, 48 h. 340,000 tested, 1.8% active. Potency, µM (series often up to 46.1 µM), for the others: at the top dose re-replication activation, usual class: activators; note: potency is the fitted concentration of half-maximal effect; % of control where 0% means no effect; nearly all actives have a fitted effect of over 55% in size
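Quantitative HTS format with DMSO vehicle controls; 48 hr drug incubation at 37 C, then 40 min Hoechst staining and scanning imager measurement at 405 nm excitation.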
An asterisk follows results filed as active; i = inactive; ? = inconclusive; nt = not tested or not shown; [ ] = remark or other dose. Unless noted, calls come from the whole dose curve; as a rule, active = well fitted curve in the direction sought with a large enough effect; inconclusive = small, poorly fitted or top-dose-only effect, or another doubt; inactive = no such curve, though single readings can be large; an effect the other way counts as inactive or inconclusive.

SMILES	MCF10A rereplic	IL-1B inflam inh	HT1080NT lethal	ATXN2 expr inh	KB-3-1 tox	WRN inhibitor	KB-V1 cytotox	HT1080 IDH1KD tx	SW480 rerep
CC(Oc1ccc(C(=O)c2ccc(F)cc2)cc1)C(=O)N1CCOCC1 (configuration not stated)	8.6%	-0.3	-2.3%	3.3%	-13.2%	-12.3%	?	2.1%	-1.0%
Oc1ccc(Cl)cc1N=Cc1sc2ccccc2c1Cl	143.0%	-23.0	?	-11.2%	?	-6.1%	-26.9%	?	20.6µM*
COC(=O)c1ccc(CN2CCC(CO)(Cc3cccc(OC)c3)CC2)cc1	?	26.6	0.4%	nt	1.3%	0.5%	-16.9%	-4.3%	16.3%
CCOC(=O)C(=NCCOC)NNc1cc(Cl)ccc1Cl	-3.8%	8.9	6.4%	nt	14.4%	1.1%	?	9.6%	-4.8%
CC(NC(=O)C(=O)c1cn(CC(=O)N2CCCC2)c2ccccc12)c1ccccc1 (configuration not stated)	nt	3.2	-9.5%	nt	0.0%	4.0%	?	-2.1%	nt
CN(C)S(=O)(=O)N1CCC(Oc2ccc(C(=O)NCC(C)(C)CO)cc2)CC1	8.8%	20.9	-11.7%	-14.5%	-12.4%	-6.5%	?	-13.2%	0.8%
CCCCCn1c(=O)c(Cc2ccccc2)c(O)c2ccccc21	18.6%	0.0	-1.7%[9.24 µM]	1.6%	1.3%	-7.2%	1.9%	-0.8%	-8.1%
COc1cc2sc3cc(NCc4ccc5c(c4)OCO5)ccc3c(=O)c2cc1OC	21.7%	-22.1	-3.7%	9.5%	-2.9%	-5.5%	8.5%	4.4%	?
CCOc1cc(-c2noc(N)c2C#N)cc(OCC)c1OCC	1.1%	6.2	-26.7%	-0.7%	1.8%	-7.4%	-5.2%	5.1%	-2.5%
C=CCNC(=O)C1CCN(c2ccc(S(=O)(=O)N3CCOCC3)cc2Cl)CC1	1.5%	21.0	0.4%	-7.4%	6.1%	0.5%	?	-3.5%	7.6%
CN(C(=O)COC(=O)CCC1CCCCC1)c1c(N)n(Cc2ccccc2)c(=O)[nH]c1=O	1.4%	3.5	-13.1%	3.6%	4.6%	0.7%	7.3%	2.2%	-18.1%
COc1ccc(/C=C(/Sc2nnc(-c3ccc(Cl)cc3)o2)C(=O)O)cc1	?	2.9	5.4%	nt	4.2%	1.8%	-1.6%	10.5%	-41.9%[inhibitor]
COc1cccc(C(O)c2nc(-c3cccc(NC(C)=O)c3)cs2)c1 (configuration not stated)	nt	3.3	4.3%	-3.1%	0.0%	3.4%	3.1%	-11.4%	nt
Cc1cn([C@H]2C[C@H](O)[C@@H](CNC(=O)[C@@H]3C[C@H](F)CN3)O2)c(=O)[nH]c1=O	nt	21.5	7.6%	11.0%	21.8%	-4.4%	0.0%	13.6%	nt
N#Cc1ccccc1OCC(=O)OCC(=O)c1c[nH]c2ccccc12	5.4%	7.9	-1.3%	1.3%	2.1%	-13.3%	?	-0.5%	8.0%
O=[N+]([O-])c1ccc(O)c(/C=N/n2c(CO)nc3ccccc32)c1	14.6%	0.0	-10.1%	242.5%[activator]	-4.0%	-1.7%	1.1%	-4.7%	-7.5%
O=C(NCc1cccs1)C(=O)c1cn(CC(=O)N2CCCC2)c2ccccc12	-0.9%	-2.2	-0.5%	-5.4%	?	-6.6%	?	-0.8%	2.2%
Cc1cccc(N2CCN(Cc3nc(CC4CC4)no3)CC2)n1	-3.9%	19.6	5.0%	6.8%	14.1%	-5.8%[57.1 µM]	15.4%	1.6%	1.4%[1.84 µM]
COc1cc2cc(CN(CCCN3CCOCC3)Cc3nnnn3Cc3ccccc3)c(=O)[nH]c2cc1OC	-6.4%	-1.4	-1.2%	nt	27.3%	2.4%	-0.9%	-13.0%	5.5%
O=C(O)CCCNS(=O)(=O)c1ccc(NCc2ccccc2)c(C(=O)O)c1	0.4%	-6.7	10.3%	-2.5%	2.8%	-8.1%	1.0%	14.7%	0.0%
O=C(CN1C(=O)c2ccccc2C1=O)N1CCN(C(=O)c2ccco2)CC1	1.2%	-5.8	11.5%	3.3%	2.4%	4.2%	2.0%	-1.0%	3.6%
Cc1c(C#N)c2ccccc2n1CC(=O)N1CCCC1	-4.6%	-11.2	-4.1%	-2.6%	-8.3%	10.1%	0.3%	-4.0%	1.8%[9.22 µM]
CCSc1nc(C)c(C)c(=O)[nH]1	4.1%	5.2	17.8%	-6.2%	18.6%	11.8%	6.8%	-1.5%	-8.9%
COc1cc(CNc2ncnc3c2ncn3[C@H]2CN(Cc3cccc(C(F)(F)F)c3)C[C@@H](CO)O2)cc(OC)c1OC	nt	5.3	?	-21.6%	0.0%	-5.2%	2.8%	-9.1%	nt
CC1CN(Cc2cnc(Cl)s2)CC(C)O1 (configuration not stated)	7.5%	-11.7	13.1%	-6.1%	0.0%	1.3%	?	9.4%	-5.5%
COc1ccccc1CNC(=O)C/C(C)=N/NC(=O)Cc1ccccc1	5.4%	-1.6	?	4.9%	2.8%	4.1%	0.0%	3.3%	-3.3%
O=C(N/N=C/c1cccnc1)c1ccc(NC(=O)c2ccc(F)cc2)cc1	-1.1%	-3.7	9.7%	-3.0%	29.0%	8.2%	2.1%	5.6%	-7.6%
O=C(Nc1ccc(S(=O)(=O)N2CCCCC2c2cccnc2)cc1)c1ccccc1F (configuration not stated)	13.4%	-8.1	2.8%	nt	-2.6%	-8.3%	-12.0%	-1.0%	1.6%
Cc1ccc(NC2CCCN(C(=O)c3ccccc3N3CCOCC3)C2)cc1C (configuration not stated)	4.2%	4.5	-6.0%	-2.3%	-2.6%	8.3%	-4.9%	-5.4%	1.6%
CCCCNC(=O)c1[nH]c(C2CCNCC2)nc1-c1cccc(C(F)(F)F)c1	nt	nt	?	nt	0.7%	-8.0%	7.7%	?	nt
NC(=O)COC(=O)c1ccc(-c2ccc(O)cc2)cc1	4.8%	-15.1	-3.7%	8.0%	6.2%	1.8%	-2.5%	-14.5%	3.8%
Cn1ncc(Cl)c1C(=O)N1CCN(C(=O)c2ccco2)CC1	-3.9%	-1.8	-2.7%	4.2%	5.0%	0.7%	-3.9%	4.1%	-2.9%
COc1cccc(C(NC(C)=O)c2nc(-c3ccccc3)cs2)c1 (configuration not stated)	nt	-14.7	8.7%	5.6%	0.0%	2.6%	-3.7%	0.0%	nt
Cc1sc(NC(=O)C2C3CCC(O3)C2C(=O)O)c(C(=O)OC(C)C)c1-c1ccc(Cl)cc1 (configuration not stated)	18.5%	4.4	1.8%	-4.3%	-11.3%	-14.0%	?	-0.9%	3.2%
Cc1ccc(SCC2=NNC(=O)C2)cc1	3.4%	-19.3	4.5%	-4.7%	-0.7%	1.5%	9.1%	7.0%	0.3%
COc1cccc(C(=O)NCCOc2cc(C)cc(C)c2)c1	5.5%	-12.1	19.4%	4.2%	14.9%	-0.9%[57.1 µM]	-5.2%	19.2%	-3.8%
CC(=O)Oc1ccc(C(=O)Nc2ccccc2NC(=O)c2ccc(OC(C)=O)cc2)cc1	7.9%	0.8	-3.1%	nt	-2.3%	-8.5%	-3.0%	6.9%	-8.4%
CC(C)(C)n1nnnc1C(c1ccc(F)cc1)N1CCN(Cc2ccc3c(c2)OCO3)CC1 (configuration not stated)	1.3%	-8.1	-18.4%	18.6%	-11.9%	3.9%	-2.3%	3.0%	-1.5%
O=C(CN1C(=O)NC2(CCCC2)C1=O)OCc1ccccc1F	1.3%	-19.6	-2.5%	5.8%	3.7%	-0.3%	-11.1%	12.2%	1.0%
CC1CC(C)(C)CC2(C1)NC(=O)N(CC(=O)N1CCN(S(=O)(=O)c3cccs3)CC1)C2=O (configuration not stated)	6.0%	5.4	4.9%	nt	-1.7%	1.9%	-15.1%	2.8%	-3.5%

Some of these compounds in order of their number in SW480 rerep, smallest number first:
smiles	IL-1B inflam inh	WRN inhibitor	SW480 rerep
Cc1ccc(SCC2=NNC(=O)C2)cc1	-19.3	1.5%	0.3%
Cc1sc(NC(=O)C2C3CCC(O3)C2C(=O)O)c(C(=O)OC(C)C)c1-c1ccc(Cl)cc1 (configuration not stated)	4.4	-14.0%	3.2%
NC(=O)COC(=O)c1ccc(-c2ccc(O)cc2)cc1	-15.1	1.8%	3.8%

Remaining list, next part
SMILES	MCF10A rereplic	IL-1B inflam inh	HT1080NT lethal	ATXN2 expr inh	KB-3-1 tox	WRN inhibitor	KB-V1 cytotox	HT1080 IDH1KD tx	SW480 rerep
Cc1nc2c(C(=O)NCc3ccccc3Cl)c[nH]n2c(=O)c1Cl	22.5%	18.3	14.5%	-2.4%	20.4%	-20.4%	-1.5%	-0.4%	-1.9%
O=C1CC2c3ccccc3C1C1C(=O)N(Cc3ccccc3)C(=O)C21 (configuration not stated)	1.1%	-11.1	0.5%	-24.2%	-22.5%	-15.9%	-3.0%	1.5%	-6.5%
COc1ccccc1-c1cnn2c(N3CCOCC3)cc(C)nc12	3.2%	-18.1	12.7%	-17.4%	5.2%	0.6%	-1.6%	0.1%	-1.7%
O=C(CCCCl)N1CCc2[nH]c3ccccc3c2C1	1.8%	-9.6	2.1%	-2.7%	-6.4%	-3.7%	-1.6%	6.7%	-4.3%
Cc1cnn(C(=O)c2ccccc2Br)c1	9.8%	14.5	8.1%	15.5%	0.2%	-9.6%	-1.5%	-20.3%	0.2%
O=C(Cc1c[nH]c2ccccc12)NCc1ccc2c(c1)OCO2	-3.0%	3.4	-17.7%	15.4%	-0.9%	2.4%	17.7%	-11.0%	0.1%
Cc1ccc(C(=O)N2CCC(n3nccc3NC(=O)c3ccccc3C)CC2)cn1	-6.5%	i	-7.0%	5.9%	0.0%	-10.0%	2.3%	-4.0%	-31.7%[inhibitor]

Screening data: PubChem BioAssay, National Center for Advancing Translational Sciences (NCATS)
